IDH1 R132H inh: qHTS for Inhibitors of mutant isocitrate dehydrogenase 1 (IDH1): qHTS; IDH1-R132H enzyme, NADPH consumption, diaphorase/resazurin fluorescence; Potency, µM (top dose mostly 76.6 µM), for inactives: top-dose activity change, negative = inhibition, most hits filed as inhibitors; Isocitrate dehydrogenase [NADP] cytoplasmic (Homo sapiens), O75874; AID 602179, 2012; hit rate 0.093% among 390,000; note: nearly all actives have a fitted effect of over 65% in size
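IDH1-R132H (0.5 ug/mL) preincubated 30 min with compound, then NADPH (0.016 mM) and alpha-KG (2 mM) added; 80 min at RT, pH 7.5. Remaining NADPH coupled via diaphorase/resazurin to fluorescence (540/590 nm); concentration-response curves normalized to no-enzyme control.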
USP1-UAF1 inh: Inhibitors of USP1/UAF1: Primary Screen; Potency, µM (top dose mostly 57.1 µM), inactives show at the top dose activity change, negative = inhibition, usual class: inhibitors; Ubiquitin carboxyl-terminal hydrolase 1 (Homo sapiens), O94782; hit rate 0.23% among 390,000; recombinant USP1/UAF1, Ub-Rhodamine cleavage fluorescence; note: nearly all actives have a fitted effect of over 60% in size; inactives centre near -12
Target sequence (O94782 whole entry, looked up): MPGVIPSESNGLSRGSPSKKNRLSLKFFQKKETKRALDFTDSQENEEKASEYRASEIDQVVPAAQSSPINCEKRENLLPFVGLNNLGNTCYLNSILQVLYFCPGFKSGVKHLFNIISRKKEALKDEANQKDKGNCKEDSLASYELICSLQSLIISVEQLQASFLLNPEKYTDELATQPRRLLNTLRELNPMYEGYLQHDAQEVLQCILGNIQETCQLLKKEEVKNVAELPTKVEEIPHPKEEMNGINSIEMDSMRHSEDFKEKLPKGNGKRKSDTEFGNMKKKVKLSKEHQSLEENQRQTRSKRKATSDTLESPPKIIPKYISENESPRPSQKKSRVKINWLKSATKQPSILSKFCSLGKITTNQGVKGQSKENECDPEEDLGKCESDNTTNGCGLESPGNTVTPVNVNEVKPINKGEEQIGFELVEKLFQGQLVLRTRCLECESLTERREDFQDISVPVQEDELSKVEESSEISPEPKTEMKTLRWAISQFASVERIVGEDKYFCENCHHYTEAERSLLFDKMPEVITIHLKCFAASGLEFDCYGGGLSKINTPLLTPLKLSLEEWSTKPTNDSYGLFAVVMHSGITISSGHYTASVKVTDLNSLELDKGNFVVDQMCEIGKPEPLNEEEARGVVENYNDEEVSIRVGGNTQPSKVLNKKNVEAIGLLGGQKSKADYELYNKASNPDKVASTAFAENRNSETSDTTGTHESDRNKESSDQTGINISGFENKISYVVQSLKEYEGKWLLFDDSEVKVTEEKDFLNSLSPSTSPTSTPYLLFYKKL
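Step one: compound is pinned into 1nM USP1/UAF1 in HEPES pH 7.8 buffer with TCEP. Step two: 15 min room-temperature incubation. Step three: Ub-Rho (150nM final) starts cleavage, tracked by fluorescence over six one-minute reads.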
Active calls of the source: *; ? = inconclusive. Calls come from the whole dose curve; as a rule, active = well fitted inhibition curve with a large enough effect; inconclusive = small, poorly fitted or top-dose-only effect; inactive = no such curve, though single readings can be large or run the other way. % is set by controls: 0 for no effect and ±100 for the full control effect; potency is the fitted concentration of half-maximal effect. A portion of the library, so the mix of outcomes need not match the whole.

The opening 4 records, to show the layout:
SMILES	IDH1 R132H inh	USP1-UAF1 inh
C[C@H](NC(=O)C1CCN(S(=O)(=O)c2ccccc2)CC1)C(=O)NCc1ccncc1	11%	-8%
O=C(Nc1ccccc1SC(=O)c1ccccc1)c1ccccc1	-3%	-32%
O=C(C[C@H]1C[C@H]2c3cc(NS(=O)(=O)c4ccc(F)cc4)ccc3O[C@H]2[C@H](CO)O1)NCc1ccncc1	0%	-20%
CCCCCCN1C[C@H](n2cc(C3CC3)nn2)[C@@H](O)C[C@@H]1c1ccc(C)cc1	-5%	-28%

The whole of this part (from the top)
SMILES	IDH1 R132H inh	USP1-UAF1 inh
C[C@H](NC(=O)C1CCN(S(=O)(=O)c2ccccc2)CC1)C(=O)NCc1ccncc1	11%	-8%
O=C(Nc1ccccc1SC(=O)c1ccccc1)c1ccccc1	-3%	-32%
O=C(C[C@H]1C[C@H]2c3cc(NS(=O)(=O)c4ccc(F)cc4)ccc3O[C@H]2[C@H](CO)O1)NCc1ccncc1	0%	-20%
CCCCCCN1C[C@H](n2cc(C3CC3)nn2)[C@@H](O)C[C@@H]1c1ccc(C)cc1	-5%	-28%
O=[N+]([O-])c1ccccc1C(=Nc1ccccc1)c1c(O)cc(O)cc1O	-7%	-18%
O=C1c2ccccc2S(=O)N1c1cccc(F)c1 (stereo not given)	0%	-4%
COc1ccccc1N(C)S(=O)(=O)c1ccc(C(=O)N(C)Cc2cccc(OC)c2OC)cc1	-2%	-25%
O=C(NCc1ccccc1CN1CCCC1)c1ccc(S(=O)(=O)Nc2ccccc2F)cc1	-2%	0%
CC(C)OC(=O)N(C)C[C@@H]1OCc2cnnn2CCCC(=O)N([C@H](C)CO)C[C@@H]1C	0%	-16%
Cc1nc2ccc(NC(=O)c3ccccc3)cc2c(=O)n1Cc1ccc(F)cc1	0%	-23%
CCOC(=O)C1(CCOC)CCCCC1=O (stereo not given)	-14%	-20%
O=C(O)c1ccc(S(=O)(=O)N2CCCCCCC2)cc1	-1%	-30%
C[C@H]1CN([C@@H](C)CO)C(=O)CCCn2cc(nn2)CO[C@@H]1CN(C)C(=O)Nc1ccc(C(F)(F)F)cc1	12%	-21%
O=C(O)c1ccc(CNC(=O)c2ccc(S(=O)(=O)N3CCCC3)cc2)cc1	-6%	-31%
CCCCCN(C(=O)CCC(=O)OCC(=O)NCCc1ccccc1)c1c(N)n(CCCC)c(=O)[nH]c1=O	0%	?
COC(=O)C1C2OC(C(Br)C2Br)C1C(=O)OC (stereo not given)	12%	-33%
C[C@H]1CN([C@@H](C)CO)C(=O)c2cc(C#CC3CCCC3)cnc2O[C@H]1CN(C)C(=O)Cc1ccccn1	-3%	-4%
CCOC(=O)C(C(=O)OCC)C(=O)c1cccc2ccc3ccccc3c12	21%	-11%
C[C@H]1CN([C@@H](C)CO)C(=O)c2cc(-c3cccc(C#N)c3)cnc2O[C@H]1CN(C)C(=O)c1ccccn1	7%	-1%
Cc1ccc(-c2nc3ccc(Cl)cn3c2Cc2ccccc2)cc1	21%	-25%
C[C@@H]1CN([C@H](C)CO)C(=O)CCCn2nncc2CO[C@@H]1CN(C)C(=O)C1CC1	-1%	-14%
O=[N+]([O-])c1ccccc1SNc1ccccc1	14%	-25%
O=C(NNC(=O)c1ccccc1F)c1ccc(-c2ccccc2Cl)o1	0%	-19%
CCOC(=O)CN1CCC(C2(c3cc4ccccc4[nH]3)OCCO2)CC1	5%	?
Cc1ccc([C@H]2C[C@H](O)[C@@H](n3cc(-c4ccc(F)cc4)nn3)CN2C(=O)C2CCCCC2)cc1	14%	-19%
Other compounds
SMILES	IDH1 R132H inh	USP1-UAF1 inh
CN(C)C=Nc1ccc([N+](=O)[O-])c2ccccc12	-2%	-10%
COc1cc(NC(=O)C2CC(c3ccccc3O)=NO2)cc(OC)c1OC (stereo not given)	-1%	7%
Cn1c(=O)c2c(ncn2CCOC(=O)C(C)(C)Oc2ccc(Cl)cc2)n(C)c1=O	0%	-19%
COCCCNC(=O)c1cc(S(=O)(=O)N2CCC3(CC2)OCCO3)ccc1F	2%	-7%
Cc1c(NC(=O)CSc2nnc(-c3ccncc3)n2C)c(=O)n(-c2ccccc2)n1C	1%	-13%
Cc1cccc(-n2ncc3c2CCCC3NC(=O)c2cccs2)c1C (stereo not given)	7%	-27%
CN1OC[C@@H]2CN(C(=O)C(C)(C)C)[C@H](c3ccc(-c4cc5ccccc5o4)cc3)C[C@@H]21	13%	-21%
CC(=O)NC[C@H]1O[C@@H](n2ccc(N)nc2=O)[C@H](O)[C@@H]1O	13%	-11%
CCN(CC)S(=O)(=O)c1ccc(C(=O)NC(=S)N2CCCCC2C)cc1 (stereo not given)	-2%	-15%
C[C@H](CO)N1C[C@H](C)[C@@H](CN(C)C(=O)c2ccccc2)OCc2cnnn2CCCC1=O	-1%	-12%
C[C@H]1CN([C@@H](C)CO)C(=O)c2cc(Br)cnc2O[C@H]1CN(C)C(=O)C1CC1	-6%	-26%
COc1cc(NC(C)CCCN)c2nc(C)ccc2c1Oc1ccc(F)cc1 (stereo not given)	8%	?
Cc1ccc(C)c(NC(=O)CN(C)C(=O)c2ccccn2)c1	-4%	-21%
c1ccc(NN(Cc2ccccn2)c2ccccc2)cc1	4%	-8%
C(=NOCc1ccccc1)c1ccccn1	-9%	-8%
COc1cccc(OC)c1C(=O)OCC(=O)NCCNC(=O)COC(=O)c1c(OC)cccc1OC	-7%	-17%
CNC(=O)c1ccc(CN(C)C(=O)c2cc(C3CC3)nc3c2cnn3C(C)C)cc1	9%	0%
C(=NNc1nnn(Cc2ccccc2)n1)c1ccccc1	-2%	?
C[C@@H]1CN([C@@H](C)CO)C(=O)c2cc(NS(=O)(=O)c3ccc(F)cc3)ccc2O[C@@H](C)CCCCO[C@H]1CN(C)C(=O)NC1CCCCC1	-4%	-21%
COc1ccc([C@H]2C[C@@H](n3cc(-c4ccc(F)cc4)nn3)[C@H](O)CN2CC2CCCCC2)cc1	-5%	?
Cc1ccc(NS(=O)(=O)c2ccc(C)c(NC(=O)c3ccc(S(=O)(=O)N4CCCCCC4)cc3)c2)c(C)c1	-9%	-23%
C[C@@H](O)CNC(=O)c1[nH]cnc1C(=O)Nc1cccc(Cl)c1	-4%	?
O=C(Cn1ccc(=O)[nH]c1=O)c1ccc([N+](=O)[O-])o1	2%	-27%
COc1ccc([C@H]2C[C@@H](O)[C@H](n3cc(COC(=O)c4ccccc4)nn3)CN2Cc2cccs2)cc1	-1%	-13%
Cc1ccc([C@H]2C[C@@H](n3cc(COC(=O)c4ccccc4)nn3)[C@H](O)CN2CC2CCCCC2)cc1	0%	-18%

Next part (four carried over from the part before).
SMILES	IDH1 R132H inh	USP1-UAF1 inh
C[C@@H](O)CNC(=O)c1[nH]cnc1C(=O)Nc1cccc(Cl)c1	-4%	?
O=C(Cn1ccc(=O)[nH]c1=O)c1ccc([N+](=O)[O-])o1	2%	-27%
COc1ccc([C@H]2C[C@@H](O)[C@H](n3cc(COC(=O)c4ccccc4)nn3)CN2Cc2cccs2)cc1	-1%	-13%
Cc1ccc([C@H]2C[C@@H](n3cc(COC(=O)c4ccccc4)nn3)[C@H](O)CN2CC2CCCCC2)cc1	0%	-18%
Cc1cc(C)c(NS(=O)(=O)c2ccc3c(c2)oc(=O)n3C)c(C)c1	-12%	-9%
O=C(c1ccccc1)N1CCN(c2cc(Cl)nc3cc(-c4cccc(Cl)c4)nn23)CC1	10%	-21%
O=C(NN=Cc1c[nH]c2ccccc12)NN=Cc1c[nH]c2ccccc12	17%	-20%
Nc1nccc(N2CCCCC2)n1	-7%	-21%
COc1ccc(C(=O)N/C(=C\c2ccc(Cl)cc2)C(=O)NCCN2CCOCC2)cc1	-3%	-11%
COCOCCn1cc(CN2CCS(=O)(=O)N(Cc3ccc(-c4ccc(OC)nc4)cc3)C(C)C2=O)nn1 (stereo not given)	13%	-20%
Cc1ccc([C@H]2C[C@H](O)[C@@H](n3cc(C4CC4)nn3)CN2Cc2cccs2)cc1	-7%	?
CCCN(C)C[C@H]1Oc2cc(C#Cc3ccc(F)cc3)ccc2S(=O)(=O)N([C@H](C)CO)C[C@@H]1C	7%	-15%
COCC(=O)N(C)[C@H]1C[C@H]2c3[nH]c4ccccc4c3CCN2C(=O)[C@H]1[C@H](C)O	8%	-10%
COc1ccc(NC(=S)N2CCC3CC2c2c(Cl)cccc23)c(OC)c1 (stereo not given)	13%	-21%
CCN(CC)C(=O)C1=C(C)N(Cc2ccc(F)cc2)C(=O)C(CC(=O)NCc2cccc3ccccc23)C1 (stereo not given)	-3%	9%
CC(C)[C@H](NC(=O)c1c(F)cccc1F)C(=O)OCC(=O)NNC(=O)c1ccccc1	2%	-20%
CC1C(=O)N(Cc2cn(Cc3ccco3)nn2)CCS(=O)(=O)N1Cc1ccc(-c2ccc(Cl)c(Cl)c2)cc1 (stereo not given)	3%	-17%
CCN(CC)c1ccc(C(NC(=O)C(C)C)c2ccc3cccnc3c2O)cc1 (stereo not given)	-8%	-22%
COCCCn1c(SCC(=O)c2c(N)n(C3CC3)c(=O)[nH]c2=O)nnc1-c1ccccc1Cl	2%	-6%
CCOC(=O)C1=C(C#N)C(C(=O)OCC)c2ncccc21 (stereo not given)	2%	2%
COc1cccc(NC(=O)CN(C)C(=O)/C=C/c2ccc(S(=O)(=O)N3CCCCCC3)cc2)c1	2%	-24%
Clc1ccc(NN(Cc2ccncc2)c2ccc(Cl)cc2)cc1	-7%	-30%
CC1(c2cccc(Br)c2)NC(=O)N(CC(=O)c2ccc3c(c2)OCO3)C1=O (stereo not given)	-6%	-16%
O=C(Cn1ncc2ccccc2c1=O)Nc1cccc(C(F)(F)F)c1	-5%	-16%
COc1ccc(-c2nc(S(=O)(=O)c3ccccc3)c(N3CCCC3)o2)cc1	7%	-11%
CC(C)COC(=O)N(C)C[C@@H]1OCc2cnnn2CCCC(=O)N([C@H](C)CO)C[C@H]1C	-12%	-7%
CCCCNc1nc2c(c(=O)[nH]c(=O)n2C)n1CCCc1ccccc1	2%	-23%
CC1CCCCC1NC(=O)CCn1c(=S)[nH]c2ccccc2c1=O (stereo not given)	-1%	-33%
Cc1cc(C)n2[nH]c(=O)cc2n1	-5%	?
CCC/C=C/c1ccc(CN2C(C(C)C)C(=O)N(Cc3cn(CCC4OCCO4)nn3)CCS2(=O)=O)cc1 (stereo not given)	6%	-15%
Nc1ncnc(N)c1NC(=O)c1ccc(OCc2ccccc2)cc1	0%	-23%
Cc1ccc2c(=O)n3c(nc2c1)C(Cc1ccc(O)cc1)NC(=O)c1cccnc1-3 (stereo not given)	1%	-15%
COc1cc(C(C)n2nnc3ccccc32)ccc1O (stereo not given)	0%	-17%
CC(C)(C)c1ccc(-n2ncc3c2CCCC3NC(=O)CCC2=NNC(=O)CC2)cc1 (stereo not given)	-9%	?

Seven entries from above, arranged by molar mass, rising.
SMILES	IDH1 R132H inh	USP1-UAF1 inh
Nc1ncnc(N)c1NC(=O)c1ccc(OCc2ccccc2)cc1	0%	-23%
CC(C)[C@H](NC(=O)c1c(F)cccc1F)C(=O)OCC(=O)NNC(=O)c1ccccc1	2%	-20%
CC(C)COC(=O)N(C)C[C@@H]1OCc2cnnn2CCCC(=O)N([C@H](C)CO)C[C@H]1C	-12%	-7%
COc1ccc(C(=O)N/C(=C\c2ccc(Cl)cc2)C(=O)NCCN2CCOCC2)cc1	-3%	-11%
O=C(c1ccccc1)N1CCN(c2cc(Cl)nc3cc(-c4cccc(Cl)c4)nn23)CC1	10%	-21%
CCCN(C)C[C@H]1Oc2cc(C#Cc3ccc(F)cc3)ccc2S(=O)(=O)N([C@H](C)CO)C[C@@H]1C	7%	-15%
COCCCn1c(SCC(=O)c2c(N)n(C3CC3)c(=O)[nH]c2=O)nnc1-c1ccccc1Cl	2%	-6%

High-throughput results from PubChem BioAssay.
